Scp-1 inhibitor – Scp-1 phosphatase inhibitors, primary screen, biochemical, colorimetric, uHTS | AID 493091, 2011 | inhibition, % at 20 µM | Carboxy-terminal domain RNA polymerase II polypeptide A small phosphatase 1 (Homo … | Recombinant Scp1, phosphopeptide, malachite green phosphate absorbance | 0.88% of 340,000 active;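 active = inhibition above about 50% at 20 µM, limit read from the data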;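 note: plate controls were DMSO wells with enzyme for no effect and wells lacking enzyme for full effect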
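assay system = SCP-1 phosphatase catalytic domain, residues 76-261 | buffer or medium = 50 mM Tris acetate pH 5.5, 0.005% Tween-20, 10 mM MgCl2 | incubation = enzyme reaction 45 min at room temperature, colour 5 min, stabilisation 30 min | signal = Phosphate-binding colour reagent, absorbance read at 630 nm | measure = % inhibition at 20 µM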
LMPTP block – LMPTP phosphatase inhibitors, primary screen, biochemical, fluorescence intensity, uHTS | Low molecular weight phosphotyrosine protein phosphatase (Homo sapiens), P24666 | recombinant LMPTP-A, OMFP fluorogenic substrate | inhibition, % at 20 µM | 0.22% of 360,000 active | AID 651560, 2012;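 active = compounds that cut the enzyme signal by at least half of the control window in the single-dose screen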;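 note: plate controls were DMSO wells with enzyme plus substrate for no effect and substrate without enzyme for full effect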
Target sequence (P24666 whole entry, looked up): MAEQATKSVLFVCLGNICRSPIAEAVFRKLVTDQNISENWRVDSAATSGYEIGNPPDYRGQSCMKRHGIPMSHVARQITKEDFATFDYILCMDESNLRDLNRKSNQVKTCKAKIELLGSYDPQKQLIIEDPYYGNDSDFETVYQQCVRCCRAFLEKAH
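Buffer or medium: Bis-Tris pH 6.0, DTT, detergent; Assay system: LMPTP-A enzyme; Quantity: 0.625 nM enzyme; Detection: endpoint fluorescence intensity; Times: 50 min dark incubation at room temperature; Controls: substrate-only low control, DMSO enzyme-plus-substrate high control; Doses: single 20 µM dose; Read-out: percent inhibition versus substrate-only and uninhibited controls; Reagent: 400 µM OMFP.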
DNMT1 block – human DNMT1 methyltransferase inhibitors, primary screen, biochemical, molecular beacon, fluorescence, HinP1I cleavage, uHTS; DNA (cytosine-5)-methyltransferase 1 (Homo sapiens), P26358; inhibition (reported as % activation of signal), % at 10 µM; 0.83% of 360,000 active; in the data active = inhibition above about 50%
SKN-1 block – suppressors of acrylamide-induced Pgst-4::GFP reporter in worms, primary screen, SKN-1 inhibitor project, whole organism, uHTS, GFP/RFP fluorescence ratio, strain VP596. inhibition, % at 21.8 µM. C. elegans VP596 Pgst-4::GFP/RFP ratio, 24 h. 0.49% of 360,000 active;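 active = interference check ratio from 0.5 to 1.5 plus GFP to RFP signal ratio inhibition reaching or exceeding a fixed threshold, cut at about 30% in these data, passing the limit was not always enough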; note: some compounds called inactive have numbers as strong as hits
STEP inh – STEP phosphatase inhibitors, primary screen, biochemical, fluorescence intensity, uHTS. recombinant STEP, OMFP fluorogenic substrate. inhibition, % at 20 µM. 0.25% of 360,000 active. AID 588621, 2011;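 active = inhibition at 20 µM, scaled per plate between control wells, above about 37%, limit read from the data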;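 note: 0% = DMSO with enzyme and substrate and 100% = substrate only without enzyme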
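System: isolated STEP enzyme; schedule: 20 min enzyme reaction at room temperature, protected from light; medium: Bis-Tris buffer pH 6.0, 2.5 mM DTT, 0.005% Tween 20; signal: fluorescence, 480/540 nm; dosing: single compound dose of 20 µM, 1% DMSO final; also added: OMFP substrate, 25 µM final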
MT1-MMP act inh – blockers of MT1-MMP proenzyme processing, primary screen, HT1080 RFP-PRO-GFP cells, GFP/RFP fluorescence; 0.061% of 360,000 active; AID 651647, 2012; Matrix metalloproteinase-14 (Homo sapiens), P50281; GFP/RFP ratio fluorescence, overnight; percent of plate control window, DMSO zero; GFP/RFP ratio change, % at 20 µM;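 active = GFP/RFP ratio change of at least 30% with cell ATP level not reduced by more than half and red fluorescence within 50% of control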; note: strong numbers were not always called active
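Material – HT1080 RFP-PRO-GFP cells · Control set – DMSO wells and RFP-L50D-GFP cells · Incubation – overnight cell settling, then overnight compound exposure, 37 °C, 5% CO2 · Compound dosing – single-point 20 µM compound, 1% DMSO · Read-out – GFP/RFP fluorescence ratio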
SUMO1-SIM PPI – modulators of SUMO1 protein-protein interactions, primary screen, biochemical, uHTS; Small ubiquitin-related modifier 1 (Homo sapiens), P63165; SUMO1 binding to a labelled peptide, TR-FRET, 1 h; inhibition, % at 20 µM; 0.33% of 360,000 active; AID 602429, 2012; in the data active = inhibition above about 37%
NRP1-CendR mod – modulators of CendR peptide binding to NRP-1, primary screen, biochemical, fluorescence polarization, uHTS | Neuropilin-1 (Homo sapiens), O14786 | FAM-RPARPAR peptide binding to NRP-1 | inhibition, % at 25 µM | 0.85% of 360,000 active;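 active = inhibition or corrected inhibition above about 18%, plus a signal ratio from 0.5 to 1.5, limit read from the data, passing the limit was not always enough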; note: strong numbers were not always called active
Target sequence (O14786 whole entry, looked up): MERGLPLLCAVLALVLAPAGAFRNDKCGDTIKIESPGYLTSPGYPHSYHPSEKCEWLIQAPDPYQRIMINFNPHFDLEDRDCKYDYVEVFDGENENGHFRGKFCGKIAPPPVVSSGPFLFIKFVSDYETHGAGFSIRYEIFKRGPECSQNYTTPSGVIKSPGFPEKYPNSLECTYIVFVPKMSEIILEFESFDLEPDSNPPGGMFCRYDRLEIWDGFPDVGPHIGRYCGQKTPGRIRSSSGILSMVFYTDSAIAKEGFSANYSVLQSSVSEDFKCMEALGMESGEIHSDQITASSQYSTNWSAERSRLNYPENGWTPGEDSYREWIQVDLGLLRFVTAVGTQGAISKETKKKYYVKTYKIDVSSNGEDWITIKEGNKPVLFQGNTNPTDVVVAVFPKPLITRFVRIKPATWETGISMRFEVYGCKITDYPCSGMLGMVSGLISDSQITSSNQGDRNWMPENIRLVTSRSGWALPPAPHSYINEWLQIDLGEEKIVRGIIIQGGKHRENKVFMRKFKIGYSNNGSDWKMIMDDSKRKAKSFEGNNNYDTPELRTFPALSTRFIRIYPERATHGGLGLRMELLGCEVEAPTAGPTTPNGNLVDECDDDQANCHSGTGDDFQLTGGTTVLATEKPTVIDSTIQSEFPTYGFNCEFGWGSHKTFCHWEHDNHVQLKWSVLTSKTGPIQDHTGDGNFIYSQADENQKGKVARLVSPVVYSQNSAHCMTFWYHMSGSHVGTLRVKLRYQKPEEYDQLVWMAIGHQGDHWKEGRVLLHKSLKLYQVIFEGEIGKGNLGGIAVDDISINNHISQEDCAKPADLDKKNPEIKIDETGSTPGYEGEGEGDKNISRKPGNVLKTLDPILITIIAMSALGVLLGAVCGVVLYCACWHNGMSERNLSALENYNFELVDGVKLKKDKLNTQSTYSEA
NadD inh – inhibitors of S. aureus NadD, primary screen, biochemical, colorimetric, uHTS | inhibition, % at 20 µM | 0.78% of 360,000 active | Nicotinate-nucleotide adenylyltransferase NadD (Staphylococcus aureus N315) | purified NadD enzyme, colorimetric absorbance read-out; in the data active = inhibition above about 26%; note: some compounds past the cut are filed as inactive
Rpn11 block – Rpn11 (PSMD14) deubiquitinase inhibitors, primary screen, biochemical, fluorescence polarization, uHTS; 26S proteasome non-ATPase regulatory subunit 14 (Homo sapiens), O00487; human 26S proteasome, Ub4-pepOG fluorescence polarization; 20S core pre-blocked with epoxomicin; calls only at 20 µM; 0.59% of 360,000 active; AID 588493, 2011;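 active = inhibition at 20 µM, scaled to each plate's controls, above about 33%, limit read from the data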
* hit, by the source's call; i = inactive; · = no result given; & = joins results of further samples.

cpd | SMILES | Scp-1 inhibitor | LMPTP block | DNMT1 block | SKN-1 block | STEP inh
1 | Cc1nnc(SCC(=O)N(CC(C)C)c2c(N)n(Cc3ccccc3)c(=O)[nH]c2=O)n1N | -6 | -4.0 | 7 | -4 | -2
2 | CCc1ccccc1Nc1ccc(C(=O)O)cc1N | -8 | 1.2 | -7 | 16 | 0
3 | COCC(C)n1c(C)cc(C(=O)COC(=O)c2cccn2C)c1C (configuration not stated) | 1 | -0.4 | -2 | -3 | -2
4 | O=C(CSc1nc2ccccc2c(=O)n1-c1ccc(F)cc1F)Nc1ccc(N2CCOCC2)cc1 | 9 | 1.6 | -9 | 3 | 0
5 | Cc1ccc2nc(-c3ccco3)c(CC3CCCCC3)n2c1 | · | 0.0 | 1 | -4 | -1
6 | O=C(Nc1ccc(F)cc1)C(c1cc2ccccc2o1)N1CCN(c2cccc(C(F)(F)F)n2)CC1 (configuration not stated) | · | 5.2 | · | 0 | ·
7 | CCCCCCSc1ccc(-c2nc3ccc(C)cn3c2NCc2ccccc2)cc1OC | 3 | 9.1&5.1 | -16 | 6&0 | 8
8 | COC(=O)c1cccc(N2C(=O)c3cccnc3C2=O)c1 | -2 | -0.8 | 3 | 14 | -5
9 | CCOc1cc(CN2CCCC(CO)(Cc3ccc(F)cc3F)C2)ccc1OC (configuration not stated) | -2 | -0.9 | 61* | 9 | 0
10 | Cc1onc(-c2ccccc2Cl)c1C(=O)N1CCc2ccccc2C1 | -4 | -0.8 | 3 | 17 | 0
11 | CCOC(=O)c1c(S(=O)(=O)N(C)Cc2ccccc2)c(C)n(C)c1C | -6 | 0.2 | 1 | 6 | -5
12 | COc1cccc(CN(C)C(=O)/C=C/c2ccc(S(=O)(=O)N3CCCCCC3)cc2)c1 | 0 | -1.0 | -4 | 8 | 1
13 | Cn1nnnc1SCC(=O)Nc1cc(S(=O)(=O)N2CCCC2)ccc1Cl | -6 | 0.2 | 1 | -4 | -4
14 | Cc1ccc(C2OC(=O)c3ccccc32)cc1 (configuration not stated) | -9 | -2.7 | 2 | 0 | -3
15 | Cc1ccc(S(=O)(=O)n2nc(C)c(Br)c2C)c(C)c1C | -9 | -3.1 | -4 | 1 | -1

cpd | MT1-MMP act inh | SUMO1-SIM PPI | NRP1-CendR mod | NadD inh | Rpn11 block
1 | -4 | 5 | -14 | -4 | i
2 | 3 | -6 | 21 | 7 | i
3 | 4 | 3 | 2 | -8 | i
4 | -4 | 3 | 0 | 5 | i
5 | -5 | 0 | -27 | 14 | i
6 | -5 | 0 | 10 | · | ·
7 | -2&8 | 2&0 | -10&-37 | 5&5 | i
8 | 3 | 0 | 7 | -1 | i
9 | 2 | -3 | 2 | -2 | i
10 | -1 | -3 | -1 | 0 | i
11 | -1 | -3 | 3 | 0 | i
12 | 3 | -11 | 15 | -3 | i
13 | 1 | -3 | -6 | -7 | i
14 | -11 | 3 | -5 | -2 | i
15 | 4 | 1 | 3 | -4 | i

One compound at a time (already shown). Values in the order: Scp-1 inhibitor | LMPTP block | DNMT1 block | SKN-1 block | STEP inh | MT1-MMP act inh | SUMO1-SIM PPI | NRP1-CendR mod | NadD inh | Rpn11 block
Entry for CCCCCCSc1ccc(-c2nc3ccc(C)cn3c2NCc2ccccc2)cc1OC = 3 | 9.1&5.1 | -16 | 6&0 | 8 | -2&8 | 2&0 | -10&-37 | 5&5 | i
Entry for Cc1ccc(C2OC(=O)c3ccccc32)cc1 (configuration not stated) = -9 | -2.7 | 2 | 0 | -3 | -11 | 3 | -5 | -2 | i
Entry for Cc1nnc(SCC(=O)N(CC(C)C)c2c(N)n(Cc3ccccc3)c(=O)[nH]c2=O)n1N = -6 | -4.0 | 7 | -4 | -2 | -4 | 5 | -14 | -4 | i
Entry for O=C(Nc1ccc(F)cc1)C(c1cc2ccccc2o1)N1CCN(c2cccc(C(F)(F)F)n2)CC1 (configuration not stated) = · | 5.2 | · | 0 | · | -5 | 0 | 10 | · | ·

Continuation.
cpd | SMILES | Scp-1 inhibitor | LMPTP block | DNMT1 block | SKN-1 block | STEP inh
16 | Cc1cccc(C)c1NC(=O)COC(=O)c1cc[n+]([O-])cc1 | 0 | -0.7 | 4 | 6 | -2
17 | COCCN(C(=O)COC(=O)/C=C/c1ccccc1Cl)c1c(N)n(Cc2ccccc2)c(=O)[nH]c1=O | 4 | 1.3 | 3 | -1 | -6
18 | Cc1cccnc1NC(=O)CCn1c(=O)oc2ccccc21 | -5 | -0.5 | 2 | 0 | -1
19 | O=C(CC1NCCNC1=O)Nc1ccc(Oc2ccccc2)cc1 (configuration not stated) | -3 | -1.0 | -13 | -1 | 0
20 | C=C(C)c1cccc(C(C)(C)NC(=O)Nc2ccc(Cl)cn2)c1 | -8 | 1.3 | 3 | 4 | 0
21 | N#Cc1c(/N=C/c2ccc(-c3ccccc3C(=O)O)o2)sc2c1CCCC2 | 57* | 3.2 | 52* | 5 | 17
22 | CCc1nc2ccc(C(=O)N3CCN(S(=O)(=O)CC)CC3)cn2c1N(C)C(=O)c1cccc(OC)c1 | · | -2.1 | 2 | 12 | -2
23 | COc1ccc(OC)c(NC(=O)CSCc2cnn(-c3ccccc3)c2-n2cccc2)c1 | -9 | 1.7 | -8 | 3 | 3
24 | C[C@H](CO)N1C[C@H](C)[C@@H](CN(C)C(=O)Nc2ccc(C(F)(F)F)cc2)Oc2c(NC(=O)NC3CCCCC3)cccc2C1=O | -7 | 2.0 | -6 | 28 | 0
25 | CCOc1cc(/C=N/NC(=O)c2c(C)nc3ccc(Cl)cn23)ccc1O | · | 0.4 | 3 | -1 | 2
26 | COc1cccc(S(=O)(=O)NCc2ccc(C(=O)NCC3CCCO3)cc2)c1 (configuration not stated) | -6 | -1.6 | -1 | 6 | -2
27 | COc1ccc(NC(=O)Nc2nnc(C(C)(C)C)s2)cc1 | -5 | 1.9 | 0 | -8 | 1
28 | CN(CC(=O)Nc1c(Cl)cccc1Cl)C(=O)c1ccccc1SCC(=O)N1CCCC1 | -4 | -8.8 | -8 | -4 | -2
29 | CCN1CCn2c1nc(N1CCOCC1)nc2=O | -5 | -0.4 | 0 | 6 | -1
30 | COc1cc(C(=O)NCc2nnc(SCC(=O)N3CCOCC3)o2)cc(OC)c1OC | -7 | -0.6 | -2 | 5 | -2

cpd | MT1-MMP act inh | SUMO1-SIM PPI | NRP1-CendR mod | NadD inh | Rpn11 block
16 | 5 | -12 | 2 | 0 | i
17 | 3 | -10 | -1 | 5 | i
18 | -6 | 3 | -11 | 1 | i
19 | 3 | 2 | -9 | -4 | i
20 | -4 | 3 | -3 | 1 | i
21 | -1 | -8 | -13 | -4 | i
22 | -2 | 0 | 13 | -1 | i
23 | -3 | -2 | -2 | -13 | i
24 | 4 | 0 | 8 | -2 | i
25 | -1 | -4 | -1 | 0 | i
26 | 2 | -1 | 12 | 0 | i
27 | 3 | 7 | 0 | -3 | i
28 | -1 | -70 | 10 | 7 | i
29 | -2 | -3 | -11 | 4 | i
30 | -1 | 1 | 4 | 2 | i

More structures
cpd | SMILES | Scp-1 inhibitor | LMPTP block | DNMT1 block | SKN-1 block | STEP inh
31 | O=C(CSc1nnc(-c2cnccn2)n1Cc1ccco1)c1ccccc1 | -5 | 0.3 | -3 | -36 | 4
32 | FCCCOc1ccc(-c2nccc(-c3ccc(Br)cc3)n2)cc1 | -5 | 0.4 | -2 | -7 | 0
33 | CN1CCN(C(c2ccccc2)c2ccc(Cl)cc2)CC1 (configuration not stated) | 16 | -0.4 | 2 | 0 | -2
34 | COCCN(C(=O)c1ccc(-c2ccc([N+](=O)[O-])cc2)o1)c1c(N)n(CC(C)C)c(=O)[nH]c1=O | -2 | 0.5 | -9 | 6 | -1
35 | CN(C)c1cccc(N(C)C)c1CNC(=O)NC(=O)c1c(F)cccc1F | 7 | 1.9 | 2 | 28 | 1
36 | CC(=O)c1cccc(NC(=O)C(OC(=O)c2cccs2)c2ccccc2)c1 (configuration not stated) | -9 | 0.9 | -17 | 11 | 0
37 | O=[N+]([O-])C1=C(Nc2cccc3ccccc23)CS(=O)(=O)C1 | -4 | -0.4 | 0 | 7 | -1
38 | CCOC(=O)C(OC(=O)c1sc(=S)n(C)c1C)C(C)=O (configuration not stated) | 9 | -0.5 | -6 | 0 | -5
39 | CCN(CC)S(=O)(=O)c1ccc(=O)[nH]c1 | -11 | -2.9 | 0 | -2 | -1
40 | CNc1c(NS(=O)(=O)c2ccc(F)cc2)c(=O)oc2ccccc12 | -4 | 1.0 | 2 | 1 | -2
41 | CC(C)c1ccc(C(O)P(=O)(OCc2ccccc2)c2ccc(N(C)C)cc2)cc1 (configuration not stated) | -11 | 3.2 | -2 | 10 | 5
42 | COC(=O)c1c(NC(=O)COC(=O)c2ccc(Cl)nc2)sc(C)c1C | -10 | -1.2 | 0 | 17 | -4
43 | O=C(N/N=C/c1cccc(C(F)(F)F)c1)c1cc2c(s1)-c1ccccc1CC2 | -10 | 3.0 | -6 | 6 | -2

cpd | MT1-MMP act inh | SUMO1-SIM PPI | NRP1-CendR mod | NadD inh | Rpn11 block
31 | 0 | 4 | -9 | -3 | i
32 | 5 | 4 | -15 | 9 | i
33 | -13 | 1 | -1 | -7 | i
34 | 3 | -37 | -10 | -1 | i
35 | 2 | 1 | 15 | -5 | i
36 | 1 | 0 | 6 | -6 | i
37 | 9 | -5 | 2 | 6 | i
38 | 3 | -1 | 6 | 3 | i
39 | -1 | 0 | 6 | -8 | i
40 | 0 | 2 | 9 | 4 | i
41 | -2 | 5 | 1 | -9 | i
42 | 3 | 0 | 0 | -4 | i
43 | 11 | 1 | -10 | 3 | i

Screening results (PubChem)
